POLH inh: qHTS for Inhibitors of Polymerase Eta | recombinant Pol eta, fluorescent DNA replication assay | DNA polymerase eta (Homo sapiens), Q9Y253 | actives 1.2% (n = 390,000) | Potency, µM (top dose mostly 114 µM), for the others: top-dose activity change, negative = inhibition, hits mostly inhibitors; further: potency means the concentration at half of the fitted maximal effect; on the % scale 0 is the no-effect control and ±100 the full control effect
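Pol eta at 10 nM preincubated with compounds 15 min at room temperature; reaction started with fluorescent substrate (50 nM final) and read kinetically at 0 and 10 min.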
POLB inh: qHTS Assay for Inhibitors of DNA Polymerase Beta; Pol beta primer extension/strand displacement, fluorescence kinetic; Potency, µM (titrated, usually from 114 µM), for inactives: at the highest dose activity change, negative = inhibition, usual class: inhibitors; actives 1.3% (n = 340,000); further: potency means the concentration at half of the fitted maximal effect; on the % scale 0 is the no-effect control and ±100 the full control effect
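Pol beta (10 nM) was preincubated with compound for 15 min at room temperature. The reaction was then started with 50 nM substrate and read immediately and after a further 10 min at room temperature.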
Anesthetic bind: qHTS Assay for Identification of Novel General Anesthetics. Ferritin light chain (Equus caballus), P02791. apoferritin/1-aminoanthracene competitive binding, fluorescence. Potency, µM (top dose mostly 77.5 µM), for the others: at the highest dose activity change, negative = displacement, most hits filed as inhibitors. actives 0.074% (n = 350,000). AID 485281, 2010; further: potency means the concentration at half of the fitted maximal effect; on the % scale 0 is the no-effect control and ±100 the full control effect; nearly all actives have a fitted effect of over 20% in size
Target sequence (P02791 2-175 limits assumed): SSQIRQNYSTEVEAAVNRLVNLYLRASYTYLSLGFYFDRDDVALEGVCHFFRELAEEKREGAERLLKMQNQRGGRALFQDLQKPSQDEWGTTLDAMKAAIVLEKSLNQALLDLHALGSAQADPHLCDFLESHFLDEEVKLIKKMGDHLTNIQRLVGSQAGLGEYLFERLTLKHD
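Horse-spleen apoferritin (10 uM) was mixed with 50% saturated 1-aminoanthracene in PBS, exposed to compounds for 10 min at room temperature, and read for fluorescence (ex 380 nm, em 535 nm). Competitive displacement was fitted with a four-parameter Hill equation.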
LDHA inh: qHTS assay for inhibitors of human lactate dehydrogenase | L-lactate dehydrogenase A chain (Homo sapiens), P00338 | purified LDHA, NADH/diaphorase-resazurin fluorescence; hits give low values | activity change, % (values are at about 110 or 230 µM) | actives 0.15% (n = 480,000) | AID 1347041, 2019; in the data active means activity change below about -30%; inconclusive means mostly about -25% to -30%;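 further: plate controls were DMSO wells for no effect and wells without enzyme for full effect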
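LDH5 2 nM; NADH 0.06 mM, pyruvate 0.2 mM; 200 mM Tris pH 7.4, EDTA, Tween-20; 5 min RT. Detection: diaphorase 0.133 mg/mL + resazurin 37 µM, fluorescence ex540/em590 at 0 and 20 min; normalized to enzyme-free and DMSO wells.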
BLM inh: qHTS Assay for Inhibitors of Bloom's syndrome helicase (BLM); recombinant BLM DNA unwinding, fluorescence dequenching; Potency, µM (top dose mostly 56.1 µM), inactives show at the top dose activity change, negative = inhibition, most hits filed as inhibitors; RecQ-like DNA helicase BLM (Homo sapiens), P54132; actives 0.2% (n = 350,000);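 further: potency means the concentration at half of the fitted maximal effect; plate controls were vehicle for no effect and no enzyme for full effect; nearly all actives have a fitted effect of over 35% in size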
Pol iota inh: qHTS for Inhibitors of Polymerase Iota | DNA polymerase iota (Homo sapiens), Q9UNA4 | Pol iota fluorescent replication assay, 10 min | Potency, µM (titrated, usually from 115 µM), for inactives: at the top dose activity, negative = inhibition, hits mostly inhibitors | actives 1% (n = 390,000) | AID 588590, 2011; further: potency means the concentration at half of the fitted maximal effect
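Fluorescent replication assay read twice, at 0 min and 10 min after adding 50 nM (final) substrate. Enzyme (10 nM) and compounds were first incubated 15 min at room temperature; enzyme-free buffer wells were negative controls.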
Pol kappa inh: qHTS for Inhibitors of Polymerase Kappa; DNA polymerase kappa (Homo sapiens), Q9UBT6; purified Pol kappa, fluorescent DNA synthesis assay, 10 min; actives 0.53% (n = 400,000); AID 588579, 2011; Potency, µM (titrated, usually from 107 µM), for inactives: at the top dose activity, negative = inhibition, hits mostly inhibitors; further: potency means the concentration at half of the fitted maximal effect; on the % scale 0 is the no-effect control and ±100 the full control effect
Target sequence (Q9UBT6 whole entry, looked up): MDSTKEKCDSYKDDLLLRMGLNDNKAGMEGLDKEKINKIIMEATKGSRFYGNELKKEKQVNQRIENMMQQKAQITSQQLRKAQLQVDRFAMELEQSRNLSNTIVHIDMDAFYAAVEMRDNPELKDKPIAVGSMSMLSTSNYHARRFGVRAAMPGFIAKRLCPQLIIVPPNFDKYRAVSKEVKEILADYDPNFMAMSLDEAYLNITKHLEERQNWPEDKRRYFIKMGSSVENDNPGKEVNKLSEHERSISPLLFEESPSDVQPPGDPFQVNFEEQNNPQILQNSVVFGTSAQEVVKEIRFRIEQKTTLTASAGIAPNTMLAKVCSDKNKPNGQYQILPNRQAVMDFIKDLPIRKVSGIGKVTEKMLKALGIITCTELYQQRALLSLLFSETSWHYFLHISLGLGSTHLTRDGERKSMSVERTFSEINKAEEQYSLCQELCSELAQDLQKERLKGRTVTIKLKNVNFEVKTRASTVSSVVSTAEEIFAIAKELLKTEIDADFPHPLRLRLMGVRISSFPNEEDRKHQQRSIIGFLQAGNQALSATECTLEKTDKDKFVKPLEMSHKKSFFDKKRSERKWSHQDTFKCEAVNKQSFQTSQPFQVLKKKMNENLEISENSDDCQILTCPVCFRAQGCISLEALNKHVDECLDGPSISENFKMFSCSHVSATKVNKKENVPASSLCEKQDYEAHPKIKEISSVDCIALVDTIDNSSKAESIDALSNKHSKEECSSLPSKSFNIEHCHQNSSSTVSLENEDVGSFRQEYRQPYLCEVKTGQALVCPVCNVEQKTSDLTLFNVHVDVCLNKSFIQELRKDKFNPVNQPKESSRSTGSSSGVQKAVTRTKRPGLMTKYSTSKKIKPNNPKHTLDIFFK
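First, compounds were pin-transferred onto 10 nM Pol kappa. After 15 min at room temperature, substrate was added to 50 nM final. Fluorescence was then measured kinetically at 0 and 10 min.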
GRP78 ERSR act: qHTS for Inducers of the Endoplasmic Reticulum Stress Response (ERSR) in Human Glioma: qHTS; Potency, µM, without a hit: at the highest dose activation, usual class: activators; U87-MG GRP78 promoter luciferase reporter, 16 h; actives 0.02% (n = 420,000); further: potency means the concentration at half of the fitted maximal effect; series mostly up to about 76 µM; % of control where 0% means no effect; nearly all actives have a fitted effect of over 35% in size
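ERSR induction read as luciferase luminescence (Bright-Glo, 10 min at room temperature) in stably transfected human U87-MG glioma cells exposed to compounds for 16 h, using GRP78 as sensor.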
APEX1 inh: qHTS Assay for Inhibitors of the Human Apurinic/apyrimidinic Endonuclease 1 (APE1); recombinant APE1, TAMRA/BHQ-2 abasic DNA cleavage fluorescence; Potency, µM (series often up to 65.8 µM), without a hit: at the top dose activity change, negative = inhibition, hits mostly inhibitors; actives 0.35% (n = 350,000);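 further: potency means the concentration at half of the fitted maximal effect; plate controls were vehicle for no effect and reference inhibitor for full effect; nearly all actives have a fitted effect of over 55% in size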
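Activity was derived from the fluorescence gain between first and third kinetic reads (60 s intervals, ex 525/em 598 nm) after 50 nM THF-abasic TAMRA/BHQ-2 duplex was added to 0.75 nM APE1 preincubated 15 min with compound.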
* marks the source's active call; other numbers are inactive results; ? = inconclusive; nt = no result given; & = joins results of further samples; [ ] = remark or other dose. Unless noted, the call rests on the fitted dose curve; in most records, active means well fitted curve in the direction sought with a large enough effect; inconclusive means small, poorly fitted or top-dose-only effect, or another doubt; inactive means no such curve, though single readings can be large; an effect the other way counts as inactive or inconclusive.

SMILES	POLH inh	POLB inh	Anesthetic bind	LDHA inh	BLM inh	Pol iota inh	Pol kappa inh	GRP78 ERSR act	APEX1 inh
[O-][n+]1c2ccc3nonc3c2nn1-c1ccccc1Cl	-10.8%	-0.3%	31.9%[activator]	-3.8	-0.3%	-6.9%	-5.0%	-6.7%	0.9%
COc1ccc(CCNC(=O)CSc2nnc(CNC(=O)c3c(F)cccc3Cl)o2)cc1OC	-9.3%	15.2%	-7.6%	-1.5	-0.3%	11.0%	-5.1%	-6.8%	25.5%
COc1cc(-c2cc(C(=O)Nc3c(Cl)cc(Cl)cc3Cl)c3ccccc3n2)cc(OC)c1OC	-21.7%	-26.3%	-7.5%	-5.7	-3.5%	0.4%	-8.4%	-1.6%	5.5%
Fc1ccc(CSc2nncn3c2cc2occc23)c(Cl)c1	1.1%	-0.2%	-20.8%	-1.7	-6.8%	?	-10.0%	-6.5%	nt
CN(C(=O)COC(=O)Cn1cnc2c1c(=O)n(C)c(=O)n2C)C1(C#N)CCCCC1	-3.9%	nt	nt	-2.2	nt	?	-2.1%	-4.3%	22.5%
COCCCNC(=O)C(Cc1ccccc1)NS(=O)(=O)c1ccc2c(c1)c(=O)n(C)c(=O)n2C (stereo not given)	-15.7%	0.0%	10.5%	-4.8	2.8%	11.8%	1.5%	-6.0%	3.2%
O=C(Cn1cnc2ccccc21)Nc1cccc([N+](=O)[O-])c1	3.8%	25.4%	-4.8%	0.4	-3.6%	3.5%	6.3%	-0.8%	11.5%
COc1cc2cc(-c3ccc(O)cc3O)nc(C)c2cc1OC	?	?	3.5%	-0.8	-15.4%	?	-17.0%	1.0%	-6.2%
COc1ccc(C(=O)N/N=C/c2ccc(OC)c(CN3CCCc4ccccc43)c2)cc1	-3.1%	20µM*	3.3%	-7.1	-2.7%	44.0%[activator]	-20.4%	-2.1%	0.7%
Cc1cc(C)c2c(n1)SCC(=O)N2CC(=O)Nc1ccc(C)c(C)c1	-5.5%&-14.7%	18.1%&12.7%	-10.3%&-10.3%	1.1&0.5	0.5%&-1.0%	20.6%&8.9%	10.6%&-1.9%	-7.4%&0.8%	1.0%
CC(=O)c1c(C)[nH]c(C(=O)COC(=O)COc2ccccc2)c1C	-9.9%	nt	nt	-6.7	nt	-6.4%	-5.6%	-4.1%	17.8%
O=C(Nc1cccnc1Cl)c1noc2c1CCc1ccccc1-2	-0.5%	-14.7%	-5.4%	-0.1	-6.3%	8.5%	-5.6%	6.1%	8.2%
Cc1ccc(S(=O)(=O)N(C)C)cc1NC(=O)C(C)OC(=O)c1ccc2c(c1)OCCO2 (stereo not given)	-6.4%	4.2%	-7.4%	-5.3	-5.0%	-6.0%	-10.4%	3.5%	9.2%
CCOc1ccc(C(C)=O)cc1COC(=O)C1=COCCO1	-15.3%	4.1%	-9.6%	-2.5	-9.5%	-6.3%	6.7%	-0.8%	-7.3%
CCOc1ccccc1-c1cc(C(=O)N/N=C/c2cccnc2)c2ccccc2n1	-15.6%	nt	nt	-6.4	nt	51.0%[activator]	-5.4%	-6.4%	nt
O=C(N/N=C/C=C\c1ccc([N+](=O)[O-])cc1)c1cccnc1	1.4%	?	-0.4%	-2.8	-7.5%	-29.2%	1.9%	-2.2%	3.0%
Cc1ccc(-n2nnnc2-c2ccco2)cc1	-3.2%	-0.6%	4.9%	-3.9	4.2%	56.9%[activator]	-12.8%	-1.9%	-13.8%
COCCNC(=O)C(=O)N/N=C/c1ccccc1C(F)(F)F	-22.4%	14.8%	2.8%	-2.5	2.5%	-11.3%	-10.3%	2.8%	2.6%
Cc1cccc(N2CCN(CCCNC(=O)Cn3ncc4c([nH]c5ccccc54)c3=O)CC2C)c1 (stereo not given)	-15.1%	20.0%	-1.8%	-5.6	2.2%	13.3%	-2.8%	-2.6%	nt
O=C(Nc1ccccc1O)c1cc(S(=O)(=O)N2CCOCC2)c(Cl)cc1Cl	-19.0%	2.5%	-18.0%	-3.7	-5.0%	-18.6%[58.9 µM]	-10.2%	-2.9%	-4.2%
CCOC(=O)c1ccc(NC(=O)CSc2nnc(-c3cccs3)n2C)cc1	-1.6%	14.0%	-12.6%	-13.2	-1.1%	-15.6%	-0.8%	-3.9%	-0.9%
NC1=NC[C@H](Cc2ccc(O)cc2)N1CCc1cc(C(F)(F)F)cc(C(F)(F)F)c1	-27.7%	-0.1%	-12.8%	0.1	-5.0%	34.2%	-2.4%	-0.3%	1.3%
Cc1ccc2nc(-c3cccc(N)c3)oc2c1	-16.2%	-17.8%	-4.2%	-3.5	-0.2%	16.1%	-5.0%	-10.1%	-0.8%
O=C(Cc1cn2ccsc2n1)NCCc1ccc(F)cc1	7.1%	0.2%	-8.6%	-1.0	0.5%	6.5%	-2.7%	-1.1%	3.1%
CCOCCCN1CN(Cc2ccccc2)CNC1=S	-9.1%	0.8%	-12.8%	-2.2	2.1%	1.8%	-13.4%	1.5%	1.3%
O=[N+]([O-])c1ccc2[nH]c(O)c(N=NC(=S)Nc3cccnc3)c2c1	?	?	-0.1%	-3.5	-16.1%	?	89.1µM*	-3.0%	?
CCc1ccc(OCC(=O)NCCN(C)C)c(Br)c1	1.5%	10.5%	-9.7%	-5.6	1.3%	-13.0%	-16.7%	-3.7%	-2.2%
CCCCCCc1cc2cc(S(=O)(=O)c3ccc(C)cc3)c(=O)oc2cc1O	-11.2%	?	-15.1%	-3.6	-8.7%	7.7%	-10.8%	-1.9%	-9.7%
CCOc1ccc(/C=N/NC(=O)Cc2cccs2)cc1	-4.0%	?	-13.1%	-2.1	0.1%	24.0%	-14.5%	7.3%	3.6%
CCC(Sc1nc2ncccc2[nH]1)C(=O)NC1CCC(C)CC1 (stereo not given)	3.6%	15.0%	?	0.1	1.7%	27.0%	-3.2%	-3.0%	51.4%[activator]
Cc1ccccc1OCC(=O)O/N=C(\N)c1ccncc1	-13.5%	5.4%	-3.7%	-6.4	3.3%	14.2%	0.0%	-0.6%	-7.7%
CC(=O)c1ccc(OCCCC(=O)OCC(=O)Nc2c(C)nn(-c3ccccc3)c2C)cc1	-6.4%	nt	nt	-1.6	nt	-1.9%	-4.1%	-1.7%	17.0%
COc1ccc(C(=O)c2c3ccccc3[n+]([O-])n2CCCN)cc1	-16.2%&-21.6%	nt	nt	8.6&7.5	nt	24.8%&35.6%	2.5%&-2.4%	4.9%&3.2%	12.5%
CC(C)=NNC(=O)C1=NNC(=O)C1	-18.7%	26.8%	-4.8%	0.3	-0.1%	36.8%	-2.3%	-2.7%	3.5%
CC1Sc2ccc(S(=O)(=O)CCC(=O)N(C)Cc3ccccc3)cc2NC1=O (stereo not given)	-14.6%	-25.7%	0.4%	-4.5	-1.4%	-14.5%	0.9%	-3.5%	61.6%[activator]
COc1ccc(NC(=O)NCCC2=CCCCC2)cc1	-11.0%	14.2%	-7.5%	-5.0	1.9%	12.5%	9.8%	7.1%	4.9%
CCOC(=O)Nc1ccc2c(COC(=O)C(NS(=O)(=O)c3ccc(Cl)cc3)C(C)O)cc(=O)oc2c1 (stereo not given)	?	nt	nt	-2.7	nt	?	-34.7%	-2.4%	?
O=C(Nc1ccc2nc3n(c(=O)c2c1)CCCCC3)c1ccccn1	-3.0%	-1.2%	-11.4%	0.4	2.4%	-24.3%	3.1%	-9.6%	?
O=C(COCc1cc(-c2ccc(F)cc2)on1)Nc1cc(F)ccc1F	-17.8%	-5.6%	1.1%	2.0	-5.2%	19.9%	-5.3%[60.1 µM]	-3.5%	nt
COc1ccc(C(=O)N/C(=C\c2ccc3c(c2)OCO3)C(=O)NCCc2nc3ccccc3[nH]2)cc1	?	24.5%	1.2%	2.9	1.7%	4.2%	0.1%	-3.3%	10.2%
O=[N+]([O-])c1ccc(N2CCN(CCOc3nonc3-c3ccccc3)CC2)c(Cl)c1	-2.7%	7.2%	-7.0%	-4.5	-2.6%	5.3%	-9.8%	-4.5%	-3.8%
O=c1c(-c2cc(F)cc(F)c2)nc2cnc(N3CCNCC3)nc2n1CCc1ccccc1	nt	nt	nt	nt	4.4%	nt	0.7%[60.1 µM]	-1.6%	20.0%
Cc1ccc2c(Cl)cc(Cl)c(OCC(=O)OCC(=O)Nc3ccc(C#N)cc3)c2n1	-26.7%	0.6%	2.6%	2.3	0.8%	187.2%[activator]	-6.6%	-4.5%	1.3%
CCCCc1ccc(NC(=O)Nc2cnccn2)cc1	-9.7%	23.1%	?	-1.1	-4.1%	-3.0%	-3.2%	2.6%	12.4%
O=C(NNC(=O)C12CC3CC(CC(C3)C1)C2)c1ccco1	-13.9%	12.4%	?	-10.5	3.4%	28.7%	-9.2%	6.3%	12.5%
Cc1c(C(=O)N2CCOCC2)[nH]c2c1C(=O)CC(c1ccc(Cl)cc1)C2 (stereo not given)	-22.9%	10.5%	-16.6%	4.1	-0.4%	?	-1.1%	-4.4%	-1.6%

Compound profiles (already shown). Values in the order: POLH inh | POLB inh | Anesthetic bind | LDHA inh | BLM inh | Pol iota inh | Pol kappa inh | GRP78 ERSR act | APEX1 inh
Cc1ccc2c(Cl)cc(Cl)c(OCC(=O)OCC(=O)Nc3ccc(C#N)cc3)c2n1 reads -26.7% | 0.6% | 2.6% | 2.3 | 0.8% | 187.2%[activator] | -6.6% | -4.5% | 1.3%
O=[N+]([O-])c1ccc(N2CCN(CCOc3nonc3-c3ccccc3)CC2)c(Cl)c1 reads -2.7% | 7.2% | -7.0% | -4.5 | -2.6% | 5.3% | -9.8% | -4.5% | -3.8%

This is a subset; the hit share may differ from the screen's.
